Bim-Bcl-XL: human Bim-Bcl-XL interaction inhibition. Bim peptide-Bcl-XL binding, bead flow cytometry, fluorescence. inhibition, % at 10 µM. 190,000 tested, 0.04% active. AID 1007
Target sequence (Q07817 whole entry, looked up): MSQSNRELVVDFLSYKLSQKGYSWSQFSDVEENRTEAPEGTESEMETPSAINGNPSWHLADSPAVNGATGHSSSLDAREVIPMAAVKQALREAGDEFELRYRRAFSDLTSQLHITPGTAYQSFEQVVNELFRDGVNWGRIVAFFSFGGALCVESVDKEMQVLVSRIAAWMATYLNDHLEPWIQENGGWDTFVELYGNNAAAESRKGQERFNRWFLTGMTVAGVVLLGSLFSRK
RGS7-Gao: modulates binding of RGS7 to human Galphao. P09471. Multiplexed bead flow cytometry; actives lie on both sides. binding response (% of control), % at 10 µM. 220,000 tested, 0.35% active; in the data active = binding response below about 49% or above about 150%; inconclusive = no clear call, values can overlap the other calls; inactive = in between;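 note: fluorescent Galphao held in activated GDP-AlF4 state binding bead-coupled RGS7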
Target sequence (P09471 whole entry, looked up): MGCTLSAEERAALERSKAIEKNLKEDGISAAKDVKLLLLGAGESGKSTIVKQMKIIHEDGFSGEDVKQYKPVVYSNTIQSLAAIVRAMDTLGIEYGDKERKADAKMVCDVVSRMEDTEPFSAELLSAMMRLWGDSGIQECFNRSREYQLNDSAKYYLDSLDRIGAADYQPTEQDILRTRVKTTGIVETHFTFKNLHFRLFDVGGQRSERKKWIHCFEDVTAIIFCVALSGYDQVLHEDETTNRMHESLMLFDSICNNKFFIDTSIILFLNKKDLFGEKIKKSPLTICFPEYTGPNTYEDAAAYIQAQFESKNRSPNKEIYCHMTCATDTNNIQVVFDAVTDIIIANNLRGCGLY
ABCB1 block: human ABCB1 inhibition, ABCG2 as counter-screen; AID 1326; inhibition, % at 6.6 µM; 190,000 tested, 0.067% active; CCRF-Adr cells, JC-1 efflux, flow cytometry; in the data active = inhibition above about 40%;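 note: 0% = vehicle and 100% = reference inhibitor; higher value means more JC-1 retained so stronger ABCB1 efflux block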
RGS8-Gao: modulates binding of RGS8 to human Galphao; AID 1423; response (percent of control binding), % at 10 µM; 220,000 tested, 0.34% active; P09471; multiplexed bead flow cytometry; actives lie on both sides; in the data active = response below about 60% or above about 140%; inactive = in between;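 note: Galphao activated as the GDP aluminium fluoride complex binding bead-coupled RGS8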
RGS4-Gao reg: modulates binding of RGS4 to human Galphao. Multiplexed bead flow cytometry; actives lie on both sides. binding response (% of control), % at 10 µM. 220,000 tested, 0.33% active; in the data active = binding response below about 49% or above about 150%; inactive = in between;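 note: fluorescent Galphao activated with aluminum fluoride binding bead-coupled RGS4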
Mcl-1 Bim block: inhibitors of Bim-Mcl-1 interaction, human | Bead-based flow cytometry, Bim peptide-Mcl-1 binding | 190,000 tested, 0.1% active | inhibition, % at 10 µM;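 note: 0% = no compound tracer wells and 100% = peptide blocker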
ABCG2 inh: inhibitors of human ABCG2 transporter, ABCB1 counter-screen | IgMXP3 cells, JC-1 efflux, flow cytometry | Q9UNQ0 | 190,000 tested, 0.1% active | inhibition, % at 6.6 µM;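 active = inhibition above 80%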;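 note: 0% = DMSO and 100% = nicardipine control wells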
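Test system: IgMXP3 cells (ABCG2) mixed with DDAO far-red-labelled CCRF-Adr cells (ABCB1). Reagent: JC-1 transporter substrate. Compound dosing: single test compound dose, 6.6 µM final. Times: 10 min compound exposure, 25 °C. Detection: flow cytometry of retained JC-1 fluorescence. Read-out basis: efflux inhibition in percent versus controls. Controls: nicardipine and DMSO wells.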
Bcl-2 Bim block: disrupts Bim peptide binding to human Bcl-2; Bead-based flow cytometry, Bim peptide-Bcl-2 binding; inhibition, % at 10 µM; P10415; 190,000 tested, 0.06% active; in the data active = inhibition above about 40%; inconclusive = no clear call, values can overlap the other calls;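 note: 0% = no compound wells with probe peptide and 100% = reference peptide inhibitor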
Bcl-B Bim block: inhibitors of Bim-Bcl-B interaction, human. Q9HD36. bead-based flow cytometry, Bim peptide-Bcl-B binding. inhibition, % at 10 µM. 190,000 tested, 0.073% active. AID 951;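 note: 0% = tracer peptide without compound and 100% = reference inhibitor peptide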
Target sequence (Q9HD36 whole entry, looked up): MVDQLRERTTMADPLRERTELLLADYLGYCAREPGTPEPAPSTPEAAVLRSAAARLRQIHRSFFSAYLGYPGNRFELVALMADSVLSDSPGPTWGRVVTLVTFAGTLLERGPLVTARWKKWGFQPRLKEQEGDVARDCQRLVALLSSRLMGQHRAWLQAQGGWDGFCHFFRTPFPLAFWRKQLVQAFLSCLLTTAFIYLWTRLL
Bfl-1 Bim block: inhibitors of Bim-Bfl-1 interaction, human; Bead-based flow cytometry, Bim-Bfl-1 binding inhibition; Q16548; 190,000 tested, 0.12% active; inhibition, % at 10 µM;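 note: 0% = wells without compound plus tracer and 100% = blocker peptide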
Bim-Bcl-W: disrupts Bim peptide binding to human Bcl-W; inhibition, % at 10 µM; Q92843; bead-based flow cytometry; 190,000 tested, 0.02% active;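 note: 0% = bound tracer without compound and 100% = peptide blocker; higher means less fluorescent Bim peptide bound to Bcl-W beads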
Target sequence (Q92843 whole entry, looked up): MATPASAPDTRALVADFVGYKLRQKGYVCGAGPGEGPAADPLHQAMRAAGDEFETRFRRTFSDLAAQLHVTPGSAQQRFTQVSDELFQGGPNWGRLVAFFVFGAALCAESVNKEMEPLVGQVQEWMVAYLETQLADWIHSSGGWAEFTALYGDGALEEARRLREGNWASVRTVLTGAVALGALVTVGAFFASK
Starred values were filed as active, the others as inactive; ? = inconclusive; . = not tested or not shown. Cut-off read from the data, not from the text of the source, unless noted: active = inhibition above about 40%.

SMILES	Bim-Bcl-XL	RGS7-Gao	ABCB1 block	RGS8-Gao	RGS4-Gao reg	Mcl-1 Bim block	ABCG2 inh	Bcl-2 Bim block	Bcl-B Bim block	Bfl-1 Bim block	Bim-Bcl-W
COc1ccc(N2CCN(Cc3nc4scc(-c5ccccc5)c4c(=O)[nH]3)CC2)cc1	-1	107	0.9	98	102	-2	0	-2	-3	0	0
O=C(Cn1nc(-c2ccccc2F)ccc1=O)Nc1ccc(S(=O)(=O)N2CCCCCC2)cc1	-1	100	1.9	101	102	-2	5	2	-1	-1	-1
O=C(NCc1cccs1)C1CCN(S(=O)(=O)c2cccs2)CC1	-5	101	-1.0	105	104	-6	1	3	-1	-8	-3
O=C(CN1CCN(c2ccc(F)cc2)CC1)Nc1cccnc1Cl	2	98	0.0	99	99	4	8	1	1	0	1
Cn1c(SCC(=O)N2CCCCC2)nc2cccnc21	-1	98	0.2	100	99	-1	1	0	-5	-1	-2
COc1ccc(C(=O)Nc2nc(-c3ccccc3)c(C(C)=O)s2)c(OC)c1	-1	101	-1.1	103	101	-3	-3	-2	-1	-2	-1
Cn1c(Cn2c(=O)sc3ccccc32)nnc1SCC(=O)NC1CCCC1	13	91	0.0	95	94	11	0	11	9	12	8
CC(/C=C/c1ccc(O)cc1)=N/O	-7	.	0.0	.	.	-1	1	-4	-3	-1	-3
COc1cc(C(=O)Nc2oc(-c3ccccc3)c(-c3ccccc3)c2C#N)cc(OC)c1OC	-1	101	-0.7	100	103	3	-4	-9	-8	-17	-2
O=C(COC(=O)CNC(=O)c1ccco1)Nc1ccc(Cl)cn1	1	94	0.2	98	101	0	1	0	-1	-3	-2
O=[N+]([O-])c1ccc(NCc2ccccn2)nc1	-5	101	1.5	100	100	-2	38	-7	-5	-15	-3
O=C(COC(=O)/C=C/c1ccccc1)Nc1cc(C(F)(F)F)ccc1N1CCOCC1	-6	98	0.5	100	98	-3	18	-10	-8	-11	-4
Cc1ccc(-c2ccccc2NC(=O)C2C3C=CC(C3)C2C(=O)O)o1 (stereo not drawn)	-1	101	0.6	100	102	2	2	0	1	-4	-3
CCOC(=O)C1Cn2c(nc3c(c2=O)C(C)(C)Cc2ccccc2-3)S1 (stereo not drawn)	2	103	0.6	103	102	-5	1	-13	-8	-11	-4
COc1ccc(CNC(=O)CN(Cc2ccc(F)cc2)C(=O)c2csnn2)cc1	1	?	0.0	101	101	2	0	0	-2	-8	0
CCN(CCCNC(=O)CN(C)S(=O)(=O)c1cccc2nsnc12)c1ccccc1	-11	102	5.3	99	99	-6	48	-9	-9	-14	-5
Clc1ccc(CON/C=N/c2ncnc3sccc23)cc1	-1	91	0.9	94	85	-2	11	-3	-1	0	-4
Cc1ccccc1Nc1cc(=O)oc2ccccc12	-8	107	1.2	104	107	0	6	-9	-6	-10	0
CCCCN1C(=O)C(O)(CC(=O)c2ccccc2OC)c2ccccc21 (stereo not drawn)	-3	97	2.8	96	97	-1	5	-2	0	0	-1
CCn1cc(C(=O)OCC(=O)NCc2ccccc2Cl)c(=O)c2ccc(C)nc21	1	103	0.7	103	99	0	3	-1	-2	-4	0
CC1=C(C(=O)Nc2ccccc2F)C(c2ccsc2)C2=C(CC(C)(C)CC2=O)N1 (stereo not drawn)	-7	103	0.7	104	101	0	3	-4	-9	-3	-5
COc1cccc(C(=O)Nc2cccc(-c3nnc(-c4ccco4)o3)c2)c1	3	110	1.0	107	110	3	2	1	3	0	2
COc1ccc(C(=O)N2CCNC(=O)C2CC(=O)Nc2ccc(C)cc2)cc1 (stereo not drawn)	-1	?	0.9	99	100	-4	20	0	0	1	-2
Cc1cc(C)nc(SCC(=O)NN)n1	-3	102	0.8	100	106	-2	4	-3	-5	-4	-2
CS(=O)(=O)N1CCN(c2ccc(C(=O)NC3C4CC5CC(C4)CC3C5)cc2[N+](=O)[O-])CC1 (stereo not drawn)	0	97	1.4	99	100	-4	7	-2	-2	-2	0
CCOC(=O)Cc1nc(-c2ccccc2)n[nH]1	-2	?	1.2	94	91	0	2	-2	-6	0	0
CCOc1ccc(C2NC(=O)NC(C)=C2C(=O)OC)cc1C (stereo not drawn)	2	.	0.0	.	.	0	0	-8	-7	-10	-1
COc1cc(C)c(C)cc1S(=O)(=O)N1CCN(Cc2ccc3c(c2)OCO3)CC1	-2	98	1.9	100	98	-1	5	-10	-8	-13	4
Cc1ccc(NC(=S)N2CCCN(Cc3ccc(F)cc3)C2)c(C)c1	-3	99	0.6	97	94	-2	5	-4	-1	-5	-2
Cc1cc2nc(-c3ccc(SCC(=O)NC(C)C)nc3)[nH]c2cc1C	0	117	0.2	118	117	0	2	-2	-5	1	-1
CCOc1ccc(NC(=S)NC(=O)c2c(Cl)c(C)nn2C)c([N+](=O)[O-])c1	-8	100	0.2	99	101	-4	15	-1	-4	-1	-1
COc1ccc(CC(=O)Nc2ncc([N+](=O)[O-])s2)cc1OC	4	95	-0.4	93	101	2	2	2	0	6	2
CCn1ccnc1CNC(=O)c1cc(COc2ccc(F)cc2F)on1	-7	102	2.9	102	105	-2	19	-3	-4	-6	-2
O=C(O)c1ccc(COc2ccccc2Cl)cc1	-3	96	-0.1	97	99	-4	0	-2	-2	-1	-1
Cc1ccc(C(=O)Cn2c(C(=O)/C=C/c3ccccc3)nc3ccccc32)cc1	0	104	0.3	99	99	4	3	-3	-3	-7	3
COC(=O)c1c(C(=O)OC)c2cc(C(=O)c3ccccc3)ccn2c1Cl	11	104	2.6	98	98	21	0	21	-3	14	10
O=C1c2ccccc2C(=O)N1CCc1csc(-c2cccc(Cl)c2)n1	-3	105	0.3	100	100	-2	1	-10	-7	-7	-2
c1ccc(-c2c3ccccc3nc3[nH]c4ccccc4c23)cc1	0	99	0.0	99	100	-1	2	-1	-5	6	0
CCN(CC)c1ccc(NC(=O)Nc2ccc(C(C)=O)cc2)cc1	-3	99	4.0	101	103	-5	28	4	3	0	0
CC1CCCCC1NC(=O)CSc1nncn1N (stereo not drawn)	0	102	0.0	105	105	-1	0	0	0	0	0

Record cards (already shown):
Results for Cc1ccc(C(=O)Cn2c(C(=O)/C=C/c3ccccc3)nc3ccccc32)cc1 = Bim-Bcl-XL = 0; RGS7-Gao = 104; ABCB1 block = 0.3; RGS8-Gao = 99; RGS4-Gao reg = 99; Mcl-1 Bim block = 4; ABCG2 inh = 3; Bcl-2 Bim block = -3; Bcl-B Bim block = -3; Bfl-1 Bim block = -7; Bim-Bcl-W = 3
Results for c1ccc(-c2c3ccccc3nc3[nH]c4ccccc4c23)cc1 = Bim-Bcl-XL = 0; RGS7-Gao = 99; ABCB1 block = 0.0; RGS8-Gao = 99; RGS4-Gao reg = 100; Mcl-1 Bim block = -1; ABCG2 inh = 2; Bcl-2 Bim block = -1; Bcl-B Bim block = -5; Bfl-1 Bim block = 6; Bim-Bcl-W = 0

(list continues)
SMILES	Bim-Bcl-XL	RGS7-Gao	ABCB1 block	RGS8-Gao	RGS4-Gao reg	Mcl-1 Bim block	ABCG2 inh	Bcl-2 Bim block	Bcl-B Bim block	Bfl-1 Bim block	Bim-Bcl-W
CCCC(=O)NNC(=O)Nc1ccccc1	-2	97	0.3	99	101	3	1	0	1	0	-2
Cc1cc(F)ccc1NCc1cc2c(cc1[N+](=O)[O-])OCO2	1	88	1.0	89	84	7	6	2	3	7	6
CCOc1nc(N2CCOCC2)nc(N2CCOCC2)n1	-2	99	-0.3	98	98	-1	-1	-2	-4	-5	-2
O=C(CN1C2CCCC1CC(NC(=O)c1ccco1)C2)Nc1ccccc1C(F)(F)F (stereo not drawn)	-5	98	1.9	101	101	-4	31	-10	-11	-16	-4
COc1c(C)cc(C(=O)C2CCCN(C(=O)c3cc(C)nc(C)n3)C2)cc1C (stereo not drawn)	-3	94	1.0	97	95	-3	0	-3	-3	-4	-1
c1ccc2c(c1)ccc1ncccc12	-2	97	-0.7	100	98	-2	12	-5	-4	-5	-5
CNCc1c(OCc2ccc(F)cc2)ccc2ccccc12	1	?	0.1	101	98	0	1	-4	-4	-4	0
CC(=O)Nc1ccc(S(=O)(=O)NCC(=O)OCC(=O)NC23CC4CC(CC(C4)C2)C3)cc1	-8	105	0.4	107	106	-4	-1	-10	-9	-17	-2
CC1(C)OC(=O)N(c2ccccc2)C12C=Cc1c(ccc3ccccc13)O2 (stereo not drawn)	-2	94	1.3	83	88	3	3	4	4	2	4
Cc1ccc(SCc2cc(=O)[nH]c(/N=C(\N)Nc3cccc4ccccc34)n2)cc1	-5	105	1.4	103	103	-3	12	-5	-6	-14	-4
CCOC(=O)N1CCN(CC(=O)c2c(C)[nH]c3ccccc23)CC1	-2	99	-0.3	98	96	-1	14	-8	-7	-10	2
O=C(Nc1nnc(-c2ccncc2)o1)c1ccc(Br)s1	1	100	0.3	120	103	3	1	3	4	3	3
COc1ccc(C(C#N)(CCC#N)CCC#N)cc1OC	-3	99	-2.1	100	99	-3	-5	-9	-10	-16	-1
Cc1nc2nc(-c3ccccc3)[nH]n2c(=O)c1C	-1	100	-0.1	102	98	-2	0	0	-2	0	0
O=C(CNS(=O)(=O)c1ccccc1)Nc1ccc(C(F)(F)F)cc1	-3	100	0.5	101	99	-1	3	-3	0	-1	0
O=C(O)c1[nH]nc2c1COc1ccccc1-2	-1	90	-0.2	99	92	0	-1	-1	-4	0	-2
Cn1c(=O)cc(OCC(=O)NCCC2=CCCCC2)c2ccccc21	-3	96	0.7	98	95	-3	8	-3	0	-4	0
O=C(CCNC(=O)c1ccccc1Cl)Nc1nnc(C2CC2)s1	-1	102	0.2	97	96	-1	1	0	-5	-3	-1
C/C(=N\Nc1ccc([N+](=O)[O-])cc1)c1ccc2c(c1)OCO2	-1	93	-0.3	100	97	-3	12	-6	-6	-5	-5
COc1ccc(N2CSC3=C(C#N)C(c4cc(OC)ccc4OC)CC(=O)N3C2)c(OC)c1 (stereo not drawn)	21	118	-1.8	107	114	16	-3	14	6	25	16
CCN(CC)CCn1c(=S)[nH]c2cc(C(=O)N3CC=C(c4ccccc4)CC3)ccc2c1=O	-4	92	1.2	97	96	-3	6	-7	-14	-4	-3
COC(=O)c1cc(OC)c(OC)cc1NC(=S)Nc1cccc(C(C)=O)c1	-11	104	-0.6	100	101	-7	4	-7	-13	-2	-4
CCOc1ccc(C(=O)CN2CCN(S(=O)(=O)c3ccc(F)cc3)CC2)cc1	-4	106	0.6	102	104	-1	2	0	1	-1	-3
O=S(=O)(N/N=C1\CC(c2ccccc2)Oc2ccccc21)c1ccccc1 (stereo not drawn)	-4	93	0.7	83	101	0	0	-2	0	2	1
Cc1ccc(S(=O)(=O)N(C)C)cc1NC(=O)CCc1c[nH]c2ccccc12	0	102	1.3	102	100	-2	15	-1	-3	-3	1
COc1ccc(/C=C(/C#N)C(=O)Nc2cccc([N+](=O)[O-])c2)cc1C(=O)O	0	113	-0.5	103	102	0	-1	-1	-1	-1	0
COc1ccccc1C1(CC(=O)N2CCOCC2)CCOC(C(C)C)C1 (stereo not drawn)	1	97	0.4	99	98	2	0	-4	-9	-5	1
CCCCN(Cc1cc2ccccc2[nH]c1=O)C(=O)c1ccccn1	-1	99	0.6	99	101	-4	1	-1	1	-1	-2
CC1CC(C)(C)NC(=S)N1CC(=O)NCc1ccc(F)cc1 (stereo not drawn)	-4	?	0.7	100	97	1	8	-4	-6	-2	-4

High-throughput results as filed in PubChem.
